From PubChem BioAssay
SUMO1 PPI mod – modulators of SUMO1 protein-protein interactions, primary screen, biochemical, uHTS; Small ubiquitin-related modifier 1 (Homo sapiens), P63165; SUMO1 binding to a labelled peptide, TR-FRET, 1 h; inhibition, % at 20 µM; 360,000 tested, 0.33% active; in the data active = inhibition above about 37%
Target sequence (P63165 whole entry, looked up): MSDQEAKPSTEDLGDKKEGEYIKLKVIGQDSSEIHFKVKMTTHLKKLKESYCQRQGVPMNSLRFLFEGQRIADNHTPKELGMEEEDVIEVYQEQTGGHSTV
CSN inh – inhibitors of CSN-mediated cullin deneddylation, primary screen, biochemical, fluorescence polarization, uHTS; COP9 signalosome complex subunit 5 (Homo sapiens), Q92905; Purified CSN, SCF-Nedd8-OG deneddylation; inhibition, % at 12.5 µM; 360,000 tested, 0.38% active;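 active = pattern-corrected inhibition above about 35%, with an unprinted fluorescence ratio check between 0.5 and 1.5, limit read from the data, passing the limit was not always enough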;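 also: 0% = enzyme with substrate and 100% = substrate without enzyme; some results filed as inactive read as strong as hits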
Target sequence (Q92905 whole entry, looked up, one chain of several): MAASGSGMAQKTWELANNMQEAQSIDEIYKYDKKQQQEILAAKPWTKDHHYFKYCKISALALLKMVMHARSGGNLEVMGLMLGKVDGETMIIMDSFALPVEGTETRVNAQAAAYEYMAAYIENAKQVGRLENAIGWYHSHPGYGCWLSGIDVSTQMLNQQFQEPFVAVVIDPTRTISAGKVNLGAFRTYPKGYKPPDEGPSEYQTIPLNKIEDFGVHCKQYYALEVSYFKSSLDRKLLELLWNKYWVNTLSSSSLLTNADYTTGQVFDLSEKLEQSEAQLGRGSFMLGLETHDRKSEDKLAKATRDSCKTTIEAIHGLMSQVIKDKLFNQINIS
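Assay system: purified human Csn5 enzyme expressed in HEK293T cells; measure: % inhibition; also added: SCFSkp2-Nedd8OG substrate at 10 nM final; technique: fluorescence polarization; times: reaction 90 min, room temperature; medium: Tris buffer pH 7.5, NaCl, DTT, Tween-20, trehalose, ovalbumin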
STEP block – STEP phosphatase inhibitors, primary screen, biochemical, fluorescence intensity, uHTS. Tyrosine-protein phosphatase non-receptor type 5 (Homo sapiens), P54829. recombinant STEP, OMFP fluorogenic substrate. inhibition, % at 20 µM. 360,000 tested, 0.25% active;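 active = inhibition at 20 µM, scaled per plate between control wells, above about 37%, limit read from the data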;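 also: 0% = DMSO with enzyme and substrate and 100% = substrate only without enzyme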
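Measure: Control-normalized % inhibition with plate pattern correction | Test system: STEP phosphatase, cell-free reaction | Medium: pH 6.0 Bis-Tris with DTT and Tween 20 | Technique: Fluorescence, 480/540 nm | Times: Reaction 20 min, ambient temperature | Doses: Single compound dose of 20 µM, 1% DMSO final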
Rpn11 block – Rpn11 (PSMD14) deubiquitinase inhibitors, primary screen, biochemical, fluorescence polarization, uHTS | 26S proteasome non-ATPase regulatory subunit 14 (Homo sapiens), O00487 | human 26S proteasome, Ub4-pepOG fluorescence polarization; 20S core pre-blocked with epoxomicin | calls only at 20 µM | 360,000 tested, 0.59% active | AID 588493, 2011;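 active = inhibition at 20 µM, scaled to each plate's controls, above about 33%, limit read from the data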
Target sequence (O00487 whole entry, looked up): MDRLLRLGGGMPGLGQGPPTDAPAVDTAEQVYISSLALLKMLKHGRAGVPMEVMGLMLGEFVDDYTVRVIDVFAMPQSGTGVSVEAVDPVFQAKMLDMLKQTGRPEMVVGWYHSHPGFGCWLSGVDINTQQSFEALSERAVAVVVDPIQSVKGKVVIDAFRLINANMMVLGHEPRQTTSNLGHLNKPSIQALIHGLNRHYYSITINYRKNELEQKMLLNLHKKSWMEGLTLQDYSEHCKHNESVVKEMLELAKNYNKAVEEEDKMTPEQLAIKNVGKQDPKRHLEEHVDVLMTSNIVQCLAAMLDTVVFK
DNMT1 inh – human DNMT1 methyltransferase inhibitors, primary screen, biochemical, molecular beacon, fluorescence, HinP1I cleavage, uHTS; DNA (cytosine-5)-methyltransferase 1 (Homo sapiens), P26358; inhibition (reported as % activation of signal), % at 10 µM; 360,000 tested, 0.83% active; in the data active = inhibition above about 50%
LMPTP block – LMPTP phosphatase inhibitors, primary screen, biochemical, fluorescence intensity, uHTS | recombinant LMPTP-A, OMFP fluorogenic substrate | 360,000 tested, 0.22% active | Low molecular weight phosphotyrosine protein phosphatase (Homo sapiens), P24666 | inhibition, % at 20 µM;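 active = compounds that cut the enzyme signal by at least half of the control window in the single-dose screen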;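 also: plate controls were DMSO wells with enzyme plus substrate for no effect and substrate without enzyme for full effect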
Target sequence (P24666 whole entry, looked up): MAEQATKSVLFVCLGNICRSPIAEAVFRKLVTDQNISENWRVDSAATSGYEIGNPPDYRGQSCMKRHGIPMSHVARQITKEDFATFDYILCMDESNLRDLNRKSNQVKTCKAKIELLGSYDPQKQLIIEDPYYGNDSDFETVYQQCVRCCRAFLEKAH
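Assay system: LMPTP-A enzyme. Input: 0.625 nM LMPTP-A final. Probe or stimulus: 400 µM OMFP. Compound dosing: single 20 µM dose. Schedule: 50 min dark incubation at room temperature. Detection: fluorescence intensity of OMFP turnover product. Read-out: percent inhibition versus substrate-only and uninhibited controls. Benchmarks: no-enzyme low control, uninhibited high control.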
Scp-1 inhibitor – Scp-1 phosphatase inhibitors, primary screen, biochemical, colorimetric, uHTS. AID 493091, 2011. Recombinant Scp1, phosphopeptide, malachite green phosphate absorbance. Carboxy-terminal domain RNA polymerase II polypeptide A small phosphatase 1 (Homo …. inhibition, % at 20 µM. 340,000 tested, 0.88% active;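 active = inhibition above about 50% at 20 µM, limit read from the data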;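 also: plate controls were DMSO wells with enzyme for no effect and wells lacking enzyme for full effect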
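Times: enzyme reaction 45 min at room temperature, colour 5 min, stabilisation 30 min. Material: SCP-1 catalytic fragment, aa 76-261. Medium: Acidic Tris acetate buffer with magnesium and detergent. Signal: colorimetric free-phosphate detection, absorbance 630 nm. Read-out basis: % inhibition of SCP-1 phosphate liberation. Reagent: Phosphorylated 17-residue peptide substrate.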
MLLE-PAM2 inh – inhibitors of PABP1 MLLE–PAM2 peptide binding, primary screen, biochemical, fluorescence polarization, FITC-PAM2, GST-MLLE; Polyadenylate-binding protein 1 (Homo sapiens), P11940; inhibition, % at 20 µM; 360,000 tested, 0.36% active; AID 588489, 2011; in the data active = inhibition above about 35%, passing the limit was not always enough;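 also: plate controls were DMSO wells with GST-MLLE for no effect and wells lacking GST-MLLE protein for full effect; some results filed as inactive read as strong as hits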
Tb MetRS inh – T. brucei MetRS inhibitors, primary screen, biochemical, luminescence; methionyl-tRNA synthetase (Trypanosoma brucei brucei); 360,000 tested, 0.4% active; inhibition, % at 11.9 µM; purified T. brucei MetRS, ATP depletion, Kinase-Glo luminescence; AID 624268, 2012;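 active = inhibition above a per-plate cutoff of the control wells' mean inhibition plus 3 SD, cut at about 5.5% in these data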;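 also: 0% = DMSO wells median and 100% = median of wells with control inhibitor compound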
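Material: parasite MetRS enzyme / Replication: singlicate, one well per compound / Signal: luminescence of leftover ATP / Schedule: 2 h aminoacylation at 25 °C after 15 min preincubation / Medium: HEPES-MgCl2-KCl buffer plus DTT, spermine, BSA, pyrophosphatase / Doses: 11.9 µM single point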
NadD inh – inhibitors of S. aureus NadD, primary screen, biochemical, colorimetric, uHTS; 360,000 tested, 0.78% active; purified NadD enzyme, colorimetric absorbance read-out; Nicotinate-nucleotide adenylyltransferase NadD (Staphylococcus aureus N315); inhibition, % at 20 µM; in the data active = inhibition above about 26%; also: some compounds past the cut are filed as inactive
* marks the source's active call; other numbers are inactive results; i = inactive; · = no result given; + = active, no number.

SMILES	SUMO1 PPI mod	CSN inh	STEP block	Rpn11 block	DNMT1 inh	LMPTP block	Scp-1 inhibitor	MLLE-PAM2 inh	Tb MetRS inh	NadD inh
COc1ccccc1CNC(=O)C1(C)Oc2cccnc2NC1=O (stereo not drawn)	0	12	0	i	2	-2.0	-7	6	0.0	-3
COc1ccc(S(=O)(=O)N(C)c2ccc(C(=O)NCc3ccco3)cc2)cc1	5	-2	2	i	1	-1.0	-7	7	-0.1	-7
Cc1cccc(NC(=O)c2ccc(N3C(=O)C4C5C=CC(C6CC56)C4C3=O)cc2)c1 (stereo not drawn)	33	-2	2	i	5	0.4	-1	20	0.3	-2
CCOC(=O)CN1C(=O)N[C@@H](c2cccc(F)c2)C(C(=O)OC)=C1C	4	3	1	i	6	-1.0	-4	-1	-0.1	-3
Fc1ccc(/C=N/N2CCCCC2)c(F)c1	6	-4	3	i	-1	-0.6	-4	7	0.8	-5
Cc1ccnc(OC(C(=O)O)C(OCCc2ccccc2)(c2ccccc2)c2ccccc2)n1 (stereo not drawn)	8	0	-1	i	0	-3.5	-4	-5	-1.1	13
Cc1cc(N2CCN(C(=O)c3ccco3)CC2)n2ncc(-c3ccccc3)c2n1	1	2	1	i	-3	0.0	-10	3	-1.8	6
COc1ccc(C(=O)N2CCCC(c3nc(-c4ccc(C)o4)no3)C2)cc1OC (stereo not drawn)	0	0	4	i	0	-1.7	-5	4	-0.7	-4
CCOC(=O)C1=C(C)N=c2s/c(=C\c3ccc(OCC(=O)O)c(OC)c3)c(=O)n2C1c1ccc(OC)cc1 (stereo not drawn)	-15	7	3	+	1	2.1	2	-117	0.9	6
COCCN(C(=O)CCc1ccc(OC)cc1)c1nnc(-c2ccncc2)s1	12	-7	1	i	0	-1.0	-2	-3	-0.2	1
CCc1ccc(NC(=S)Nc2ccc3cn[nH]c3c2)cc1	0	1	1	i	-12	-1.5	1	5	0.1	2
O=C(Nc1ccccc1)c1cc(S(=O)(=O)N2CCOCC2)cs1	-2	-6	-2	i	1	-0.9	-5	0	-0.7	-7
Cc1nc2ccccc2c(=O)n1NC(=O)c1ccc([N+](=O)[O-])cc1	-15	-3	-2	i	1	1.6	1	14	-0.8	-2
CCNC(=O)N(CCOC)CC1CCCN(C2Cc3ccccc3C2)C1 (stereo not drawn)	4	-1	1	i	-2	-1.1	-5	6	-0.2	-4
O=C(NCc1cccc(OC(F)(F)F)c1)c1cccc2c1C(=O)c1ccc(-c3ccc(F)cc3OCc3ccccc3)cc1S2(=O)=O	-41	4	2	i	3	3.0	-15	3	-0.3	48*
Cc1ccc(NC(=O)/C(Cl)=C/c2ccccc2)cc1C	-3	-5	2	i	-3	1.2	-8	6	-0.4	0
O=C(COC(=O)/C=C/c1cccc(F)c1)NC1CCCCCC1	-10	3	1	i	1	0.4	-5	-23	-0.2	-2
CC(=O)c1ccc(N2CCN(C(=S)Nc3cc(C)ccc3C)CC2)cc1	-4	-1	6	i	1	-0.3	-8	-110	-0.1	-1
COc1cc(CN2CCCC(C(=O)c3ccc(C(C)(C)C)cc3)C2)cc(OC)c1O (stereo not drawn)	-1	5	2	i	-1	5.7	-3	1	-0.4	-3
CC1CC(C)CN(S(=O)(=O)c2ccc(Oc3ccc([N+](=O)[O-])cc3)cc2)C1 (stereo not drawn)	-9	3	4	i	2	2.7	-10	-6	-0.6	7
CC(NCC(=O)Nc1ccccc1C(=O)NC1CC1)c1ccccc1Cl (stereo not drawn)	2	-2	-2	i	3	-0.5	-4	3	-0.1	4
Cc1ccc(N2CCN(S(=O)(=O)N(C)C)CC2)cc1C	1	-12	-1	i	1	-0.7	-4	17	0.3	-1
Cc1ccc(C(=O)N2CCN(c3cc4c(cc3[N+](=O)[O-])n(C)c(=O)n4C)CC2)cc1	-6	-3	-1	i	0	0.3	1	-10	-0.2	5
Cn1c(OCc2cccnc2)nc2c1c(=O)n(Cc1ccc(F)cc1)c(=O)n2C	-1	2	3	i	0	-0.3	-15	-3	2.3	3
Cc1cc(C)cc(OCC(=O)N2CCCCCC2)c1	-1	5	-3	i	-6	-0.5	-4	-4	-0.5	0
Going on with the list:
SMILES	SUMO1 PPI mod	CSN inh	STEP block	Rpn11 block	DNMT1 inh	LMPTP block	Scp-1 inhibitor	MLLE-PAM2 inh	Tb MetRS inh	NadD inh
CCC(C)NC(=O)C1CCC(CNS(=O)(=O)c2ccccc2)CC1 (stereo not drawn)	-2	1	-1	i	-1	1.1	3	0	-1.5	-2
Cc1ccc(-c2nnc(Cc3ccc(Cl)cc3)o2)cc1	3	-1	-2	i	-6	1.6	-15	11	0.2	0
O=C(O)CCC(=O)N1CCN(S(=O)(=O)c2ccc3ccccc3c2)CC1	2	-3	-2	i	-1	0.7	2	6	0.5	-3
COc1ccc(C(c2nnnn2C2CCCC2)N2CCC(C)CC2)cc1 (stereo not drawn)	-1	1	0	i	-2	0.0	-3	1	-0.6	25
COc1ccccc1C(=O)NC(CCSC)C(=O)N1CCC(Cc2ccccc2)CC1 (stereo not drawn)	-19	-1	0	i	-2	-6.2	-9	3	-0.3	-6
Cc1nc(N)ncc1C(=O)Nc1ccccc1	5	-6	-1	i	1	-1.0	-14	4	-0.2	-2
CC(=O)c1cnc2c(-c3cccc(Br)c3)cnn2c1C	1	-10	3	i	0	-0.6	-10	5	0.1	-8
CCCCn1c(N)c(N(CC(C)C)C(=O)c2cc(S(=O)(=O)N3CCCCC3)ccc2C)c(=O)[nH]c1=O	-2	-1	-3	i	6	-1.3	-3	-23	-0.2	-5
CC1CCC2(CC1)NC(=O)N(CC(=O)Nc1ccc3c(c1)OCCO3)C2=O (stereo not drawn)	4	2	-8	i	2	0.1	-9	2	0.3	2
O=C(CNC(=S)N(CCCN1CCOCC1)Cc1cccs1)NC1CCCCCCC1	-2	2	-2	i	3	-1.1	6	-120	-1.1	-6
COc1ccc(C(C(=O)NCC2CCCO2)N(C(=O)Cn2nnc3ccccc32)c2ccc(NC(C)=O)cc2)c(OC)c1 (stereo not drawn)	3	-2	1	i	-3	-2.0	-8	-6	0.0	1
Cc1cccc(N(CC(O)CON=C2c3ccccc3-c3ccccc32)S(C)(=O)=O)c1 (stereo not drawn)	-7	3	-1	i	-12	4.6	-12	-5	-0.8	-12
COc1ccc(OCc2n[nH]c(=S)o2)cc1	2	-3	2	i	0	-0.3	-10	-112	-0.8	-2
COC(=O)CSc1nnc(C2COc3ccccc3O2)n1-c1ccccc1 (stereo not drawn)	3	-5	6	i	-2	0.4	-8	-100	0.3	-2
CC1(C)Cc2c(cnn2-c2ccc(F)cc2)C(NC(=O)C(C)(C)O)C1 (stereo not drawn)	6	-1	-4	i	-3	-0.8	-2	-9	-0.3	15
Cc1ccc(C(=O)C2=C(O)C(=O)N(Cc3cccnc3)C2c2ccc(N(C)C)cc2)o1 (stereo not drawn)	-8	-1	6	i	0	7.1	6	10	-0.3	1
O=C(C[n+]1cn(C(F)F)c2ccccc21)c1ccc(OC(F)F)cc1	-1	-1	-2	i	-2	-2.4	-3	-16	-0.8	-1
CCN(CC(=O)NCc1cccs1)CC(=O)Nc1cccc(S(N)(=O)=O)c1	-3	-4	1	i	4	0.0	0	3	-0.7	-3
COc1cc2c(cc1OC)C(c1ccccc1Br)NC(=O)C2 (stereo not drawn)	8	4	-5	i	-5	-0.2	-5	-8	-1.4	1
CCOC(=O)c1c(C)nc2c(C#N)cnn2c1C	1	-6	-4	i	2	-1.4	-10	6	-0.6	-3
Cc1ccc(CONS(=O)(=O)c2cc(C)ccc2C)cc1	-2	4	-2	i	3	1.9	-2	-2	-0.9	-5
COc1cc(C2C(C(C)=O)=C(O)C(=O)N2c2ccc(C)cc2)ccc1O (stereo not drawn)	-1	2	0	i	-10	1.7	-7	-10	-0.8	7
O=S1(=O)C=C[C@H](COCc2ccccc2)N1	2	1	2	i	4	-2.0	·	7	-0.7	-8
O=C(Cc1ccccc1[N+](=O)[O-])Nc1ccccc1C(=O)N1CCOCC1	-2	5	-2	i	0	-1.0	-4	-7	0.3	-7
COc1ccc(-c2cc(C(=O)NCC(C)C)no2)cc1	0	-1	2	i	2	-0.8	0	0	-0.4	-1
Cc1csc(N(C(=O)Cc2ccccc2F)c2ccccc2)n1	0	-4	-1	i	0	0.6	-2	11	0.3	-3
CC(C)C(c1nnnn1CC1CCCO1)N1CCN(Cc2ccc3c(c2)OCO3)CC1 (stereo not drawn)	-5	5	-16	i	1	-2.4	-5	4	-0.3	-6

Profiles from above.
`Cc1csc(N(C(=O)Cc2ccccc2F)c2ccccc2)n1` is listed with SUMO1 PPI mod: 0; CSN inh: -4; STEP block: -1; Rpn11 block: i; DNMT1 inh: 0; LMPTP block: 0.6; Scp-1 inhibitor: -2; MLLE-PAM2 inh: 11; Tb MetRS inh: 0.3; NadD inh: -3
`COc1ccc(C(C(=O)NCC2CCCO2)N(C(=O)Cn2nnc3ccccc32)c2ccc(NC(C)=O)cc2)c(OC)c1` (stereo not drawn) is listed with SUMO1 PPI mod: 3; CSN inh: -2; STEP block: 1; Rpn11 block: i; DNMT1 inh: -3; LMPTP block: -2.0; Scp-1 inhibitor: -8; MLLE-PAM2 inh: -6; Tb MetRS inh: 0.0; NadD inh: 1

Individual results from the entries so far.
Result for CC(=O)c1cnc2c(-c3cccc(Br)c3)cnn2c1C under MLLE-PAM2 inh: 5
Result for Cc1csc(N(C(=O)Cc2ccccc2F)c2ccccc2)n1 under SUMO1 PPI mod: 0
Result for COCCN(C(=O)CCc1ccc(OC)cc1)c1nnc(-c2ccncc2)s1 under SUMO1 PPI mod: 12
